Assay outcomes as filed in PubChem.
RmlCD inh 1536: inhibitors of Mycobacterium tuberculosis RmlC and RmlD coupled enzymes | P9WH09+P9WH11 | inhibition, % at 3.6 µM | 0.03% of 160,000 active | RmlC+RmlD coupled enzyme assay, percent inhibition; primary screen in compound mixtures; in the data active means inhibition mostly above about 34%, no sharp cut-off; further: some results filed as inactive read as strong as hits
Target sequence (P9WH09 whole entry, looked up): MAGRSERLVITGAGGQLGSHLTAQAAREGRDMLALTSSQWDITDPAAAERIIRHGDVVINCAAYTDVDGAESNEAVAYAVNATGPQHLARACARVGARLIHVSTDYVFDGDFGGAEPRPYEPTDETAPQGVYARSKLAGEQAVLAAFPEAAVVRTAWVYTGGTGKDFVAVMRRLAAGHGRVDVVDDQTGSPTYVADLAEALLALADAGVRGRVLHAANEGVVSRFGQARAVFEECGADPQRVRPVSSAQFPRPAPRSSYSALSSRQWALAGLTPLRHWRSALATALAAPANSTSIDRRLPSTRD
Target sequence (P9WH11 whole entry, looked up): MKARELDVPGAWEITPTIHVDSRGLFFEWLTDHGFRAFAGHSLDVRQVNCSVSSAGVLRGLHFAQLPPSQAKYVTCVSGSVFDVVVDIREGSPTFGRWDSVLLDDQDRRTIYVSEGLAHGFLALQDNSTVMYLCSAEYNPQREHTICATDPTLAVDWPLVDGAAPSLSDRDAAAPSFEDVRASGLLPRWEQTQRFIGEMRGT
M. tuberculosis GlmU: inhibition of mycobacterial GlmU enzyme – biochemical, glucosamine-1-phosphate acetyltransferase (AID 1376); M. tuberculosis GlmU acetyltransferase enzyme assay; higher % means a stronger effect; inhibition, %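 (tested at 30 µM in the primary screen)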, or IC50 in µM where a hit was titrated; 0.25% of 220,000 active; in the data active means inhibition above about 13%;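 further: 0% = complete reaction with vehicle and 100% = reaction without substrate; strong numbers were not always called active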
Starred values were filed as active, the others as inactive; . = no result given.

SMILES	RmlCD inh 1536	M. tuberculosis GlmU
CCC(C)(C(=O)NC1CCCC1)N(C(=O)c1cnccn1)c1ccccc1 (centres undefined)	6	1.8%
COc1ccc(C(=O)NNc2ccccc2)cc1	.	0.1%
COc1ccccc1S(=O)(=O)c1ccccc1[N+](=O)[O-]	9	1.2%
O=c1[nH]cnc2scc(-c3ccc(Br)cc3)c12	3	-0.2%
COc1cc(C=O)ccc1OCCSc1ccc(Cl)cc1	101	2.1%
COC(=O)c1cc(-c2ccc(C)o2)nc2ccccc12	.	-2.9%
O=C(Nc1ccccc1)O/N=C/c1ccccc1Cl	-3	2.3%
CC(=O)OC1(c2ccccc2)CCN(C2CCCCC2)CC1C (centres undefined)	.	1.0%
NNC(=O)CCCCCCCCCCOCCCCO	-3	-1.2%
COC(=O)c1ccccc1NC(=O)CSc1nnc(C(CO)NC(=O)c2ccccc2)n1C (centres undefined)	.	2.2%
Cc1ccc(C(C)C)c(OCc2nn(CC(=O)c3ccc(Cl)cc3)c3[n+]2CCCCC3)c1	.	-6.6%
CN(Cc1ccc(F)cc1)C(=O)COc1ccccc1-c1ccccc1	-4	-1.1%
O=C(NCCCN1CCOCC1)c1sc2cc(F)ccc2c1Cl	5	-2.7%
COc1cccc(C(=O)Nc2cc(C)ccc2NC(=O)COc2ccccc2)c1	11	.
O=C(N/C(=C\c1ccc(Cl)cc1)C(=O)N1CCOCC1)c1ccc([N+](=O)[O-])cc1	.	3.1%
C=CCOc1cccc(C2C(C(=O)c3cccs3)=C(O)C(=O)N2Cc2cccnc2)c1 (centres undefined)	-2	-1.0%
O=C(N/N=C/C1CCCCC1)c1ccccn1	.	1.1%
COP(=O)(OC)C(Nc1ccc([N+](=O)[O-])cc1)c1ccccc1 (centres undefined)	-28	6.9%
COc1ccc(C(=O)O)cc1NS(=O)(=O)c1cccc2nsnc12	4	2.4%
Cn1c(N)c(C(=O)CSc2nnc(-c3ccccc3F)n2C2CC2)c(=O)n(C)c1=O	6	2.1%

Copied from the list.
M. tuberculosis GlmU result of Cn1c(N)c(C(=O)CSc2nnc(-c3ccccc3F)n2C2CC2)c(=O)n(C)c1=O reads 2.1%
M. tuberculosis GlmU result of O=C(N/N=C/C1CCCCC1)c1ccccn1 reads 1.1%
M. tuberculosis GlmU result of COc1cc(C=O)ccc1OCCSc1ccc(Cl)cc1 reads 2.1%

Carrying on.
SMILES	RmlCD inh 1536	M. tuberculosis GlmU
C/C=C/Cn1c(SCCCc2ccccc2)nc2c1c(=O)[nH]c(=O)n2C	0	1.1%
CCOc1c(Br)cc(/C=C2/SC(=O)N(CC(=O)N3CCCC3)C2=O)cc1OC	10	.
O=C(CCSc1ccccc1)NCc1cccnc1	.	-1.9%
COc1ccccc1N1CCN(C(=O)C(C)N(c2ccc(C)cc2)S(C)(=O)=O)CC1 (centres undefined)	11	0.0%
CCN(CC)CCCNC(=O)C1CCN(c2ncnc3c2sc2cccc(F)c23)CC1	7	6.3%
c1cncc(Cc2cc3ccccc3[nH]2)c1	-3	-1.8%
COc1ccc(/C=C(/NC(=O)c2ccc([N+](=O)[O-])cc2)C(=O)NCCCN(C)C)cc1	-8	-2.5%
O=C(O)c1ccc(-n2c(-c3cc(-c4ccco4)[nH]n3)n[nH]c2=S)cc1	.	2.9%
OCC1(CC2CCCCO2)CCN(C/C=C/c2ccccc2)CC1 (centres undefined)	1	-2.9%
Cc1cccc(OCC(=O)Nc2ccc(C(=O)NCC(C)C)cc2)c1	-4	-0.9%
COc1ccccc1-n1c(C)nc(=O)c(-c2ccccc2)c1C	-1	0.1%
CCCCC(=O)N/N=C/c1c(O)n(Cc2ccco2)c(=O)[nH]c1=O	5	-1.5%
C=CCn1c(-c2sc3nc(C)cc(C)c3c2N)n[nH]c1=S	0	0.6%
Cc1ccc(-c2cc(C)nc3ncnn23)cc1	8	1.5%
CCCN1C2CCCC1CC(NC(=S)Nc1cccc(C)c1)C2 (centres undefined)	.	-1.3%
CC(C)(C)c1ccc(/C=N/N2CCN(c3ccccn3)CC2)cc1	-3	3.3%
CCn1c(SCC(=O)Nc2ccc(C)cc2)nc(O)cc1=O	-12	-4.7%
COc1ccc(Nc2nc3ccccc3nc2NS(=O)(=O)c2cccs2)c(OC)c1	-2	-1.3%
O=C(CNS(=O)(=O)c1ccc(C(=O)N2CCOCC2)cc1)N1CCOCC1	1	4.7%
CCC1(c2ccccc2)C(=O)NCNC1=O	.	2.9%

In the list so far, these contain a COOH group:
SMILES	RmlCD inh 1536	M. tuberculosis GlmU
COc1ccc(C(=O)O)cc1NS(=O)(=O)c1cccc2nsnc12	4	2.4%
O=C(O)c1ccc(-n2c(-c3cc(-c4ccco4)[nH]n3)n[nH]c2=S)cc1	.	2.9%

(listing goes on)
SMILES	RmlCD inh 1536	M. tuberculosis GlmU
COc1ccccc1CN1C(=O)c2cccc3cccc(c23)C1=O	-2	1.9%
Cc1nn(CCCC(=O)Nc2cccnc2Cl)c(C)c1[N+](=O)[O-]	.	1.0%
CC(C)(C)NC(=O)NC(=O)COC(=O)c1ccc(OC(F)F)cc1	6	3.4%
CCNC(=S)N/N=C/c1ccc(OCC(=O)Nc2ccc(C)cc2)cc1	.	3.5%
COc1ccc(C2=NO[C@@H]3C(=O)N(C4CCCCC4)C(=O)[C@H]23)cc1OC	.	8.5%
COc1ccc(CC2(C)OC(c3ccc(Cl)cc3)=NN2C(C)=O)cc1 (centres undefined)	-8	1.4%
Cc1ccc(/C=N/Nc2ncc(Cl)cc2Cl)s1	.	-0.3%
CCn1nc(C)c(CNC(=O)CC2C(=O)NCCN2Cc2ccc(C)o2)c1C (centres undefined)	6	5.1%
COc1ccccc1N(C(=O)c1ccncc1)c1nc(-c2ccc([N+](=O)[O-])cc2)cs1	6	1.5%
Cc1oc(-c2ccc(Cl)cc2)nc1CS(=O)CC(=O)NCCN1CCCC1 (centres undefined)	0	-9.4%
COc1ccc(Oc2nc(C)cc(C)c2C#N)cc1	4	-0.6%
CCC(C)NC(=O)Cc1cn(C)c2ccccc12 (centres undefined)	-8	1.6%
CCCn1c(=N)n(CC(=O)c2ccc([N+](=O)[O-])cc2)c2ccccc21	.	-2.3%
COc1ccc(CCN2C(=O)CC(Cc3ccc(C)cc3)C2=O)cc1OC (centres undefined)	-5	1.7%
O=C(NCc1ccccc1)c1ccc(F)c(S(=O)(=O)N2CCOCC2)c1	.	4.7%
CCOC(=O)c1c(C)nc2c(c1C)/C(=N/O)CC(C)(C)C2	3	5.9%
COc1cc([N+](=O)[O-])ccc1NC(=O)Cc1ccc(F)cc1	-9	4.8%
CC1=NN(c2ccccc2)C(=O)C1N=Nc1ccc(N)cc1 (centres undefined)	-9	-2.0%
CC12CCC(C(=O)Nc3ncc([N+](=O)[O-])s3)(OC1=O)C2(C)C (centres undefined)	-6	-1.6%
COc1ccc2c(Cl)c(C(=O)NCCCn3ccnc3)sc2c1Cl	.	-2.3%

An excerpt of these results, as comma-separated lines.
compound,RmlCD inh 1536,M. tuberculosis GlmU
COc1ccc(Oc2nc(C)cc(C)c2C#N)cc1,4,-0.6%
Cc1nn(CCCC(=O)Nc2cccnc2Cl)c(C)c1[N+](=O)[O-],.,1.0%

Additional results:
SMILES	RmlCD inh 1536	M. tuberculosis GlmU
Cc1nc(SCC(=O)Nc2ccccc2)c2oc3ccccc3c2n1	4	2.8%
CCCC(=O)NC(=S)NNC(=O)c1ccc([N+](=O)[O-])cc1	2	2.5%
CN(C(=O)c1cc2n(n1)C(C(F)(F)F)CC(c1ccco1)N2)c1ccc(OC(F)(F)F)cc1 (centres undefined)	.	1.4%
CC(OC(=O)C1=NNC(=O)CC1)C(=O)Nc1ncc(Cl)cc1Cl (centres undefined)	-1	-1.0%
COc1ccc(CN2C(=O)NC(=O)/C(=C\c3cccc(OC)c3OC)C2=O)cc1	14	-3.0%
CC(C)CC(C(=O)Nc1ccccc1)N1C(=O)C2C3C=CC(C3)C2C1=O (centres undefined)	.	-7.2%
CN(C)S(=O)(=O)c1cccc(NC(=S)N/N=C/c2ccc(O)c(O)c2O)c1	-13	68µM*
COc1ccc(OC)c(N(CC(=O)NC2CC2)S(=O)(=O)c2ccc(C)cc2)c1	10	4.6%
CN(C)/C=C(/C(=O)c1ccc(Cl)c(Cl)c1)S(C)(=O)=O	8	1.7%
CCOc1ccc(NC(=O)CN(C)CC(=O)NC2CCCc3ccccc32)cc1OCC (centres undefined)	7	4.8%
O=C(N[C@@H](Cc1c[nH]c2ccccc12)C(=O)NC1CC1)c1ccccc1Cl	62	-5.0%
COc1ccc2cc(C3CC(c4ccco4)=NN3C(=O)CCC(=O)O)c(Cl)nc2c1 (centres undefined)	1	6.3%
COc1cccc(C(=O)C2CCCN(CC3=Cc4cc(OC)ccc4OC3)C2)c1 (centres undefined)	5	-3.4%
CNC[C@H](O)c1cccc(O)c1	.	-2.1%
O=C(OCc1nnc(-c2ccccc2)o1)c1cc(F)c(F)cc1Cl	-13	0.6%
COc1ccc(NC(=O)CCS(=O)(=O)c2cccc3nonc23)c(OC)c1	-6	3.5%
COCCCN1CCc2[nH]c(=S)[nH]c(=O)c2C1	-6	-2.6%
COc1ccc(-n2c(O)c(C=Nc3ccccc3)c3ccccc3c2=O)cc1OC	1	-1.0%
Cc1cc(NC(=O)CN2C(=O)c3ccccc3C2=O)no1	0	-5.3%
O=C(COc1cc(Cl)c(Cl)cc1Cl)NCCc1ccccn1	7	0.7%

Three compounds picked at random from those above, as already listed:
SMILES	RmlCD inh 1536	M. tuberculosis GlmU
CCOc1ccc(NC(=O)CN(C)CC(=O)NC2CCCc3ccccc32)cc1OCC (centres undefined)	7	4.8%
Cc1nc(SCC(=O)Nc2ccccc2)c2oc3ccccc3c2n1	4	2.8%
CCCC(=O)NC(=S)NNC(=O)c1ccc([N+](=O)[O-])cc1	2	2.5%

More compounds follow:
SMILES	RmlCD inh 1536	M. tuberculosis GlmU
CS(=O)(=O)Nc1ccc(C(=O)NCCSCc2ccccc2)cc1	8	1.3%
COc1ccc(S(=O)(=O)N(CC(=O)NC2CC2)C2CCCCC2)cc1Cl	.	3.1%
O=C(COc1ccc(Cl)cc1)NCC(=O)N/N=C/c1cccs1	16	7.3%
C=CCNC(=S)N(CC=C)C1CCS(=O)(=O)C1 (centres undefined)	-4	1.5%
CCOC(=O)c1sc(NC(=O)CNC(=O)Cn2cnc3sc(C)c(C)c3c2=O)nc1C	.	1.2%
CNC(=S)N1CCN(c2ccccc2OC)CC1	2	1.3%
Cc1cccc(C(=O)NNS(=O)(=O)c2ccccc2[N+](=O)[O-])c1	.	-1.7%
CC(=O)c1ccc(N2C(=O)[C@@H]3C(CCC(N)=O)NC4(C(=O)Nc5c4ccc(Cl)c5C)[C@@H]3C2=O)cc1 (some centres undefined)	.	5.7%
Cc1ccc(CN(Cc2cc3cccc(C)c3[nH]c2=O)C(=S)NCCCN(C)C)cc1	-7	4.4%
Cc1ccc(C(=O)Nc2c3c(nn2C(C)(C)C)CS(=O)(=O)C3)cc1C	3	-1.3%
Cc1csc2c(N3CCN(C(=S)Nc4ccc(C(F)(F)F)cc4)CC3)ncnc12	-4	-1.0%
O=C(Nc1ccccc1-c1nnc(SCc2ccccc2)o1)c1ccccc1	43	-1.9%
CNC(=S)Nc1ccc2nc(C)c(C)nc2c1	12	0.5%
S=C(Nc1ccc2nc(-c3ccccn3)c(-c3ccccn3)nc2c1)N1CCCCC1	-15	3.9%
COc1ccc(CNC(N)=O)cc1	.	5.7%
Cc1ccc(S(=O)(=O)NC(=O)c2cc(C)n(CC(c3ccccc3)N(C)C)c2C)cc1 (centres undefined)	-6	-3.2%
COC(=O)c1ccc(NC(=O)NCCCl)cc1	3	2.3%
Cc1ccccc1CS(=O)(=O)Cc1ccc(C(=O)NCC2CCCO2)o1 (centres undefined)	-4	.
O=C1CC(c2ccccc2)c2cc(O)ccc2O1 (centres undefined)	.	4.8%
O=C1CC(=C(c2ccccc2)c2ccccc2)C(=O)N1CCCN1CCN(c2cccc(Cl)c2)CC1	9	-0.7%
CCCCOc1ccc(NC(=O)CSc2nnnn2C)cc1	.	-1.9%
O=C(NCc1ccccc1)c1ccc(Cl)cc1[N+](=O)[O-]	46	0.7%
CC1=C(C(=O)Nc2ccc(C)cc2C)C(c2ccc([N+](=O)[O-])cc2)n2ncnc2N1 (centres undefined)	-4	4.7%
O=C(c1ccc(Oc2ccc(C(F)(F)F)cc2[N+](=O)[O-])cc1)N1CCOCC1	-9	1.2%
OC(CSc1c(Cl)cccc1Cl)CN1CCN(c2ccc(F)cc2)CC1 (centres undefined)	.	1.6%
CN(C)CCNC(=O)c1ccc(-c2nn(C)c(=O)c3ccccc23)cc1	0	-3.1%
COc1ccc(CCn2c(=N)c(C(=O)NCc3ccco3)cc3c(=O)n4cccc(C)c4nc32)cc1	7	-3.9%
Cn1c(Cn2c(=O)sc3ccccc32)nnc1SCC(=O)N1CCN(c2ccccc2)CC1	-7	.
Cc1cc(/C=C2/NC(=O)N(Cc3ccccc3F)C2=O)c(C)n1C	7	1.5%
CC(C)(C)CN1CCNC(=O)C1CC(=O)N1CCC(C(=O)N2CCOCC2)CC1 (centres undefined)	2	-2.9%
COc1ccc(OC(C)C(=O)N2CC(C)OC(C)C2)cc1 (centres undefined)	-35	4.4%
COc1ccc(-c2cc(C(=O)Nc3cc(C)nn3-c3ccccc3)no2)cc1	6	-0.3%
CCOc1cc(C(=O)Nc2nnc(C)s2)cc(OCC)c1OCC	-1	0.2%
C=CCn1c(-c2cnn(-c3ccccc3)c2N)n[nH]c1=S	8	-0.6%
COCCn1cnc2c(c1=O)c1nc3ccccc3nc1n2/N=C/c1ccco1	4	-4.0%
COc1ccc(-n2nnnc2-c2cnc(N3CCCC3)nc2C(F)(F)F)cc1	-2	2.3%
COc1cc(C(=O)NCCCNc2nc3c(C)cc(C)cc3cc2C#N)cc(OC)c1OC	-2	3.0%

A portion of the library (hit frequency here may not be typical).
